High-throughput results: PubChem, National Center for Advancing Translational Sciences (NCATS)
N370S GC: inhibitors or activators of N370S glucocerebrosidase for Gaucher disease; N370S GC spleen homogenate, 4MU-glucoside fluorescence; Potency, µM (highest dose often 59.4 µM), for inactives: at the top dose activity change, negative = inhibition, usual class: inhibitors; AID 2101; P04062; 330,000 compounds, 0.092% hits;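 note: 0% = full enzyme activity and -100% = no enzyme basal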
KAT2A inh: blocks human GCN5L2 histone acetyltransferase. Q92830. GCN5L2 HAT assay, ThioGlo1 CoA-SH fluorescence. Potency, µM (series often up to 58.9 µM), for inactives: at the top dose activity change, negative = inhibition, most hits filed as inhibitors. 390,000 compounds, 0.21% hits
Target sequence (Q92830 whole entry, looked up): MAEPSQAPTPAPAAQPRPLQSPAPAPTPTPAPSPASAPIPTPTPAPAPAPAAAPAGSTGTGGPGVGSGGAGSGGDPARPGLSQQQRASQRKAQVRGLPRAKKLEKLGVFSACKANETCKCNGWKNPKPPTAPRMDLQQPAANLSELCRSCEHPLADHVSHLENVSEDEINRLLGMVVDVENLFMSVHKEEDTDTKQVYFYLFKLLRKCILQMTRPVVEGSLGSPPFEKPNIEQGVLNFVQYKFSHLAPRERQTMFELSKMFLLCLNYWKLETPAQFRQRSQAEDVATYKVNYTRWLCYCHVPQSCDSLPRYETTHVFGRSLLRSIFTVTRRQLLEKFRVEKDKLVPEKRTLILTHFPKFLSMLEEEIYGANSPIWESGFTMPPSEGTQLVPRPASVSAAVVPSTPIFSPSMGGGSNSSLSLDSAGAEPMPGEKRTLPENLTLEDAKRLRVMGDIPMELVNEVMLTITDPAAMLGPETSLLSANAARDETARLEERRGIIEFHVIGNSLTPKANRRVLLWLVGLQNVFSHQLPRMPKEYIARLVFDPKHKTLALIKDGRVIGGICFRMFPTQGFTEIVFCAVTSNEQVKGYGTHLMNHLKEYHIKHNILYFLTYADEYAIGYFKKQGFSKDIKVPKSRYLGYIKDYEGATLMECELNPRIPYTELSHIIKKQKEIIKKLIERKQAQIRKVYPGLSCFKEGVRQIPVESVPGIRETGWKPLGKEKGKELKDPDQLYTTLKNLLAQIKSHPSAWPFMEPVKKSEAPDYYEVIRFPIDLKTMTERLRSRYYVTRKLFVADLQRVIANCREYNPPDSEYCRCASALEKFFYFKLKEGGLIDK
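Titration-based screen in which CoA formation is detected via maleimide probe ThioGlo1 (50uM) turning fluorescent on thiol reaction; substrates H3(1-25) 75uM and acetyl-CoA 70uM, GCN5L2 20nM, 20 min incubation at room temperature.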
FEN1 inhibitor: human FEN1 inhibition | 390,000 compounds, 0.35% hits | P39748 | Recombinant FEN1 flap cleavage, fluorescence, 15 min | Potency, µM (doses to about 114 µM), for the others: at the highest dose activity change, negative = inhibition, usual class: inhibitors; note: nearly all actives have a fitted effect of over 65% in size
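Enzyme 10 nM, 15 min RT preincubation with compound; start with substrate 50 nM final; reads at 0 and 15 min; qHTS titration, four-parameter Hill fit.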
* hit, by the source's call; ? = inconclusive; · = not tested or not shown; & = joins results of further samples; [ ] = remark or other dose. Calls come from the whole dose curve; as a rule, active = well fitted curve in the direction sought with a large enough effect; inconclusive = small, poorly fitted or top-dose-only effect, or another doubt; inactive = no such curve, though single readings can be large; an effect the other way counts as inactive or inconclusive. Unless noted, % is set by controls: 0 for no effect and ±100 for the full control effect; potency is the fitted concentration of half-maximal effect.

| N370S GC | KAT2A inh | mol | FEN1 inhibitor |
| --- | --- | --- | --- |
| 0% | ? | CN1CCN(C(=O)C2CCC(=O)N(Cc3cccc(C(F)(F)F)c3)C2)CC1 (stereo not given) | 10% |
| 4% | 6% | COc1cc(OC)c(NC(=O)Cn2cccc2)cc1Cl | 1% |
| -24% | -6% | CCN1CCN(c2nc(Nc3ccc(C)c(C)c3)nc(N)c2[N+](=O)[O-])CC1 | 0% |
| 7% | 1% | C=CCNC(=S)N1CCC(Cc2ccccc2)CC1 | 10% |
| 18% | -8% | COc1ccccc1NC(=O)Nc1nc(CC(=O)Nc2ccc(F)c(F)c2)cs1 | -4% |
| 2% | -8% | c1ccc(-n2cnnc2SCc2cn3ccccc3n2)cc1 | 0% |
| · | -1% | COc1ccc(Cl)cc1C(=O)NCC(c1ccc(N(C)C)cc1)N1CCOCC1 (stereo not given) | -1% |
| -5% | -2% | CCCOc1cccc(OCC(=O)Nc2nc3ccccc3[nH]2)c1 | 9% |
| -3% | 3% | NC(=O)c1ccc(Oc2cccc3cccnc23)c([N+](=O)[O-])c1 | 0% |
| 16% | -3% | COc1ccc(NS(=O)(=O)c2ccc(N3C(=O)CCC3=O)cc2)cc1 | 8% |
| -2%&5% | 1% | Cc1cc2c(s1)c1cnn(Cc3ccccc3F)c(=O)c1n2C | -3% |
| -16% | -2% | Cc1ccc(C)c(NC(=O)C2CCCN2/C=C/C(=O)C(F)(F)F)c1 (stereo not given) | 2% |
| · | 0% | O=C(Nc1ccccc1)C1CCCN(C(=O)c2ccc(F)cc2)C1 (stereo not given) | -13% |
| 9% | 1% | Cc1cc(NC(=O)CSc2nc(C(C)C)nc3ccccc23)no1 | -15% |
| -1% | ? | O=S(=O)(Cc1ccc(Cl)cc1)NCC1CCCO1 (stereo not given) | 0% |
| ? | -7%&-1% | Cc1ccc(CCNC(=O)CN2C(=O)COc3ccc(S(=O)(=O)N4CCCCC4)cc32)cc1 | -18%&7% |
| -8% | -17% | Cc1ccc(C)c(N2CCN(S(=O)(=O)c3ccc4c(c3)NC(=O)CS4)CC2)c1 | -22% |
| 20% | -5% | Cc1ccc(C)c(NC(=S)NC(NC(=O)/C=C/c2ccccc2)C(Cl)(Cl)Cl)c1 (stereo not given) | 2% |
| 23% | -5% | CN1CCOCCOCCN(C)C(=O)N2CCOCCOCCN(CCOCC2)C1=O | 6% |
| · | -4% | COCCn1c(N)c(N(Cc2ccccc2)C(=O)c2cc(=O)[nH]c3ccccc23)c(=O)[nH]c1=O | -3% |
| 3% | -7% | Cc1ccnc(SCc2ccc(C(=O)O)cc2)n1 | -2% |
| -3% | 2% | O=C(NN1C(=O)c2ccccc2NC1c1ccoc1)c1ccccc1 (stereo not given) | 9% |
| 19% | -7% | Cc1ccc(C(=O)Nc2nnc(SCC(=O)N3CCCc4ccccc43)s2)cc1 | 0% |
| 0% | -3% | O=C(NCC(c1cccs1)N1CCOCC1)c1ccc(Cl)c(S(=O)(=O)N2CCOCC2)c1 (stereo not given) | 2% |
| -1% | 4% | COc1ccc(/C=N/NC(=O)C(C)n2cnc3ccccc3c2=O)cc1OC (stereo not given) | -2% |
| 0% | -6% | O=C(c1cc([N+](=O)[O-])ccc1Cl)N1CCN(c2ccc(F)cc2)CC1 | 21% |
| 6% | -10% | FC(F)Oc1ccc(NC(=S)NCc2ccccc2)cc1 | -11% |
| 8% | 0% | CC(=O)NC1=NN(C(C)=O)C2(S1)C(=O)N(C(C)=O)c1ccc(C)cc12 (stereo not given) | 3% |
| 7% | -5% | O=C(CSc1nnc(Cc2cc(=O)[nH]c(=O)[nH]2)n1-c1ccc(F)cc1)NC1CCCC1 | -3% |
| 9% | 0% | C(=N\N1CCN(c2ccccn2)CC1)/C1=C(N2CCOCC2)C(=C/c2ccccc2)/CC1 | -5% |
| -1% | -2% | CCCC(c1nnnn1C(C)(C)CC)N1CCN(C2CCCC2)CC1 (stereo not given) | -3% |
| ? | -15% | Cc1cccc(CNc2ncnc3ccc(-c4ccc(C(=O)N(C)C)cc4)cc23)c1 | · |
| 4% | -5% | COC(=O)C1C(c2ccc(OC)cc2)NC(=O)NC1(O)C(F)(F)Cl (stereo not given) | 3% |
| 4% | -6% | CC(=O)c1c(C)[nH]c(C(=O)OCc2ccccc2F)c1C | 0% |
| 3% | -4% | CCOC(=O)C1=C(c2ccccc2)Nc2nc(C)nn2C1c1cccc(OC)c1OC (stereo not given) | -6% |
| 8% | 1% | CC(C)C[C@H](NC(=O)NCCc1ccc(Cl)cc1)C(=O)O | -4% |
| 8% | 6% | COc1cccc(SCc2noc(C(=O)NCc3ccccc3)c2C(=O)NCc2ccccc2)c1 | 9% |
| 17% | 1% | CC(C)=C1C2CCC1C1C(=O)N(c3ccc(C)c(C)c3)C(=O)C21 (stereo not given) | -2% |
| -24% | 1% | CCN(CC)S(=O)(=O)c1ccc(N/N=C/c2ccccc2OCC(=O)O)c([N+](=O)[O-])c1 | ? |
| -13% | -3% | CCN1C(=O)[C@@H]2[C@H](C1=O)[C@@H]1C(=O)Nc3ccccc3C(=O)N1[C@@H]2c1ccc(OC)cc1 | -1% |

Arranged by count of non-hydrogen atoms (falling): 7 of the compounds above.
| N370S GC | KAT2A inh | mol | FEN1 inhibitor |
| --- | --- | --- | --- |
| 8% | 6% | COc1cccc(SCc2noc(C(=O)NCc3ccccc3)c2C(=O)NCc2ccccc2)c1 | 9% |
| -13% | -3% | CCN1C(=O)[C@@H]2[C@H](C1=O)[C@@H]1C(=O)Nc3ccccc3C(=O)N1[C@@H]2c1ccc(OC)cc1 | -1% |
| ? | -15% | Cc1cccc(CNc2ncnc3ccc(-c4ccc(C(=O)N(C)C)cc4)cc23)c1 | · |
| -1% | -2% | CCCC(c1nnnn1C(C)(C)CC)N1CCN(C2CCCC2)CC1 (stereo not given) | -3% |
| 4% | -5% | COC(=O)C1C(c2ccc(OC)cc2)NC(=O)NC1(O)C(F)(F)Cl (stereo not given) | 3% |
| 17% | 1% | CC(C)=C1C2CCC1C1C(=O)N(c3ccc(C)c(C)c3)C(=O)C21 (stereo not given) | -2% |
| 4% | -6% | CC(=O)c1c(C)[nH]c(C(=O)OCc2ccccc2F)c1C | 0% |

Other entries
| N370S GC | KAT2A inh | mol | FEN1 inhibitor |
| --- | --- | --- | --- |
| -11% | -1% | CC(C)CNC(=O)NC(=O)COc1c(F)c(F)cc(F)c1F | 2% |
| · | -11% | CCc1ccc(-n2c(SCc3cccc(F)c3)nc3[nH]ncc3c2=O)cc1 | -20% |
| 13% | 7% | O=C(CN(C(=O)c1ccccc1Cl)N1C(=O)CCCC1=O)c1ccc(Cl)cc1 | 1% |
| · | -7% | Cc1ccc(-c2nc3scc(CCNS(=O)(=O)c4ccc(F)c(C)c4)n3n2)cc1 | -1% |
| 1% | -8% | O=C1Nc2ccccc2SC1c1ccccc1 (stereo not given) | 16% |
| -2% | 5% | Cc1ccc2[nH]c(=O)c(CN(Cc3ccco3)C(=O)CN3CCCC(C)C3)cc2c1 (stereo not given) | -5% |
| -9% | 0% | CCCC(=O)N(c1ccc2oc(C)c(C(C)=O)c2c1)S(=O)(=O)c1ccc(C(=O)O)cc1 | -6% |
| · | -4% | O=C1[C@H](Oc2ccccc2)[C@@H](c2ccccc2)N1c1ccncc1 | 3% |
| 5% | 21% | CN1CCN(C(=O)C(C(=O)c2ccc(F)cc2)n2ccccc2=O)CC1 (stereo not given) | 5% |
| -3% | 3% | CC(C)(C)C(=O)Nc1ccc(N2CCCC2)cc1 | -3% |
| -9% | -5% | O=C(CNC(=O)c1ccccc1Cl)N/N=C/c1ccc([N+](=O)[O-])s1 | -2% |
| · | -8% | Cc1ccc(OCc2nc(-c3ccc(C(=O)N4CCN(c5cc(Cl)ccc5C)CC4)cc3)oc2C)cc1 | 17% |
| 1% | -5%[0.501 µM] | O=C(NCCSCc1ccco1)c1ccc(CN2CCOCC2)cc1 | -7% |
| 1% | 0% | [O-][n+]1c2ccccc2[n+]([O-])c2cc(O)ccc21 | ? |
| 1% | -16% | Cc1ccc(-c2nnc(SCc3nc4ccccc4[nH]3)n2Cc2ccco2)cc1 | -1% |
| 13% | -6% | O=C(NCc1ccc(F)cc1)c1ccc(CS(=O)(=O)Cc2ccccc2F)o1 | -4% |
| 6% | -8% | O=C(NC(Cc1ccccc1)C(=O)OCC(=O)N1CCc2ccccc21)c1ccco1 (stereo not given) | -7% |
| 3% | -8% | Cc1cc(C2C(C#N)=C(N)OC3=C2C(=O)CCC3)c(C)s1 (stereo not given) | -6% |
| 0% | 0% | O=C(CSc1n[nH]c(=O)[nH]c1=O)N/N=C/c1ccccc1O | -16% |
| 17% | -7% | CC(=NC1CC1)c1c(-c2ccccc2)[nH]n(-c2nc3ccccc3s2)c1=O | 4% |
| · | -11% | CN(CC(=O)NCc1ccc(Cl)cc1)S(=O)(=O)c1ccc2[nH]c3c(c2c1)CCCC3 | 7% |
| -9% | 1% | CCCn1c(SCC(=O)c2cc(OC)ccc2OC)nc2c1c(=O)n(C)c(=O)n2C | 2% |
| 4% | 0% | O=C(O)CCNc1ccc(Cl)cc1 | -9% |
| 1% | -21% | N#Cc1c(NC(=O)Cn2c(=O)oc3ccccc32)oc(-c2ccccc2)c1-c1ccccc1 | -18% |
| · | -6% | CCOC(=O)c1nc(NCc2ccc(Cl)cc2)c2c(C)noc2n1 | -5% |
| -20% | -1% | CCOc1ccc(CN2CCN(c3ncnc4scc(-c5ccccc5)c34)CC2)cc1 | -5% |
| -3% | 19% | O=C(Nc1ccc(S(=O)(=O)NC2=NCCCCC2)cc1)c1ccc(C(F)(F)F)cc1 | -8% |
| · | -6% | CCCC(=O)Nc1ccc2oc(-c3ccc(O)c(Br)c3)nc2c1 | 11% |
| 4% | -12% | O=C(O)c1ccc2c3c(cccc13)C(=O)N(OS(=O)(=O)c1ccccc1)C2=O | ? |
| · | -8% | CCCn1c(SCc2nc(-c3ccccc3OCC)no2)nnc1-c1ccc(Cl)cc1 | -3% |
| 20% | -4% | Cc1sc2nc(CSCC(=O)Nc3c(Cl)cccc3Cl)[nH]c(=O)c2c1C | 11% |
| 0% | -17% | O=C(NNC(=S)Nc1ccccc1)c1cccnc1 | -1% |
| -2% | -5% | Cc1ccc(-n2nc3c(N4CCC(C(=O)NCc5ccccc5C)CC4)nnc(C)c3c2C)cc1 | 9% |
| -3% | -3% | Cc1c(Cl)cccc1NC(=O)CSc1nnc(CCNC(=O)OC(C)(C)C)o1 | -20% |
| -3% | -21% | C=C1C(=O)OC2C=C(C)CCC=C(C)CCC12 (stereo not given) | · |
| 23% | -6% | COc1ccc(-c2nnn(CC(=O)c3ccc4c(c3)OCCO4)n2)cc1OC | -17% |
| -8% | ? | CCCC(C)NC(=O)C1c2ccccc2Oc2ccccc21 (stereo not given) | 4% |
| 1% | -7% | COc1ccc(-c2cc(=O)oc3cc(OCC(=O)c4cccc([N+](=O)[O-])c4)ccc23)cc1 | · |

Some of the entries so far, comma-delimited:
mol,N370S GC,KAT2A inh,FEN1 inhibitor
[O-][n+]1c2ccccc2[n+]([O-])c2cc(O)ccc21,1%,0%,?
Cc1ccc(-c2nnc(SCc3nc4ccccc4[nH]3)n2Cc2ccco2)cc1,1%,-16%,-1%
O=C(NCc1ccc(F)cc1)c1ccc(CS(=O)(=O)Cc2ccccc2F)o1,13%,-6%,-4%
O=C(NC(Cc1ccccc1)C(=O)OCC(=O)N1CCc2ccccc21)c1ccco1 (stereo not given),6%,-8%,-7%
Cc1cc(C2C(C#N)=C(N)OC3=C2C(=O)CCC3)c(C)s1 (stereo not given),3%,-8%,-6%

The list is partial; count on the stated rates, not on these rows.
